High-throughput results: PubChem, National Center for Advancing Translational Sciences (NCATS)
EPAC2 antag – qHTS for Antagonist of cAMP-regulated guanine nucleotide exchange factor 2 (EPAC2): primary screen | Rap guanine nucleotide exchange factor 4 (Homo sapiens), Q8WZA2 | EPAC2 GEF exchange of Rap1B-BODIPY-GDP, fluorescence | 360,000 tested, 0.18% active | Potency, µM (highest dose often 114 µM), inactives show at the top dose activity, negative = inhibition, actives largely listed as inhibitors; also: potency is read from the fitted curve at half-maximal effect; % is scaled to controls: 0 for no effect and ±100 for the full control effect; nearly all actives have a fitted effect of over 45% in size; many of its hits are not listed in these tables
pAkt inh – HTS Assay for Inhibitors of Akt Phophorylation: Primary Screen; 360,000 tested, 0.32% active; activity change, % for hits at 50 µM; AID 651550, 2012; Neuro2A IGF-stimulated pAkt S473 HTRF, 20 min; hits give low values; in the data active = activity change below about -80%; inconclusive = mostly about -51% to -80%; also: % is scaled to controls: 0 for no effect and ±100 for the full control effect
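Single-point screen (50 µM final compound) in Neuro2A cells stimulated 20 min with 6 nM IGF at 37 deg C. After lysis, Ser473-phosphorylated Akt read by HTRF (ex 330 nm, em 615/665 nm) as the 665/615 ratio.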
DRD3 antagonist – qHTS of D3 Dopamine Receptor Antagonist: qHTS; D(3) dopamine receptor (Homo sapiens), P35462; D3R cells, DiscoveRx beta-arrestin luminescence, antagonist mode; hits give low values; max response, negative = inhibition, %; 360,000 tested, 2.5% active; AID 652054, 2013; in the data active = max response below about -50%; inconclusive = no clear call, values can overlap the other calls; also: % is scaled to controls: 0 for no effect and ±100 for the full control effect; mostly tested at two doses, the higher about 12 µM
Target sequence (P35462 whole entry, looked up): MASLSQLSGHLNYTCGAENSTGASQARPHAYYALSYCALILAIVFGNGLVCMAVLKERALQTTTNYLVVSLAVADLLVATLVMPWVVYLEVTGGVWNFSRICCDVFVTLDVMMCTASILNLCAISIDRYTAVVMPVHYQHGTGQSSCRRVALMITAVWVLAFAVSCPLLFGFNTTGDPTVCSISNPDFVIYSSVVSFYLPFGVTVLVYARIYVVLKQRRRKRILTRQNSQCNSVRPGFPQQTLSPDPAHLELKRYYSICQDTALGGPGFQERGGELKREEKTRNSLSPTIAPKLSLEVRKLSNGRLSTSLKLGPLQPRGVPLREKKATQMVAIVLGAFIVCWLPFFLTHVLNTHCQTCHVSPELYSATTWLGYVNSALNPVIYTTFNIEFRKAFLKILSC
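Cells plated overnight at 1500 cells/well, then exposed to library compounds with dopamine controls for 90 minutes at 37 degrees C. DiscoveRx reagent added for 30–60 minutes at room temperature; luminescence read, quantitative HTS format.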
Mm-Cpn inhibitor – Inhibitors of TCP-1 ring complex (TRiC) of Methanococcus maripaludis (MmCpn): qHTS. Potency, µM (titrated, usually from 76.9 µM), inactives show at the highest dose activity, negative = inhibition, usual class: inhibitors. purified Mm-Cpn ATPase, ADP Transcreener TR-FRET. 330,000 tested, 0.031% active; also: potency is read from the fitted curve at half-maximal effect; % is scaled to controls: 0 for no effect and ±100 for the full control effect; nearly all actives have a fitted effect of over 80% in size
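Reaction buffer contained 30 mM Tris pH 7.4, 100 mM KCl, 5 mM MgCl2 and 1 mM DTT. Mm-CPN (25 nM final) hydrolysed 10 uM ATP over 30 min at 37°C; ADP was read by HTRF.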
D3 ag – qHTS of D3 Dopamine Receptor Agonist: qHTS; D(3) dopamine receptor (Homo sapiens), P35462; max activation, %; D3R DiscoveRx beta-arrestin cells, luminescence, 90 min; AID 652048, 2013; 410,000 tested, 0.58% active; in the data active = max activation above about 30%; also: 0% is about no effect; mostly tested at two doses, the higher about 12 µM
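Agonist-mode cell screen: cells plated at 1500/well and incubated overnight at 37 °C, then exposed to library compounds for 90 min at 37 °C. Detection reagent was added for 30–60 min at room temperature, and luminescence was read.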
EPAC2 agonist – qHTS for Agonist of cAMP-regulated guanine nucleotide exchange factor 4 (EPAC2): primary screen; Potency, µM (titrated, usually from 154 µM), inactives show at the top dose activation, hits mostly activators; EPAC2 activation, biochemical qHTS; response scale: 100% = 6.5 mM cAMP response; 360,000 tested, 0.079% active; AID 720711, 2013; Rap guanine nucleotide exchange factor 4 (Homo sapiens), Q8WZA2; also: potency is read from the fitted curve at half-maximal effect; nearly all actives have a fitted effect of over 50% in size
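In this primary screen, activation is scored as increased exchange of BODIPY-GDP from Rap1B by 100 nM EPAC2, with 50 uM GDP as competitor. Signal is normalized to the 6.5 mM cAMP agonist control.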
CCT chaperon mod – High-Throughput Screening for Modulators of Cytosolic Chaperonin Activity; 360,000 tested, 0.3% active; purified chaperonin ATPase assay, HTRF ADP detection, 30 min; AID 651819, 2012; activity change, % (concentration not given with the values), hits read low; in the data active = activity change below about -30%; also: % is scaled to controls: 0 for no effect and ±100 for the full control effect
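First, chaperonin was dispensed at 40 nM or 20 nM final depending on batch activity. Next, compounds were pinned at 76 uM and ATP added at 10 uM. After 30 min at 37 °C, ADP detection reagents ran 30 min at ambient temperature.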
PTHR1 ag – qHTS for PTHR1 Agonists: Primary Screen | AID 743266, 2014 | HEK293 GP2 PTHR1 cells, GloSensor cAMP luminescence, 1 h | Potency, µM (titrated, usually from 115 µM), for inactives: at the highest dose activation, hits mostly activators | 410,000 tested, 0.075% active; also: potency is read from the fitted curve at half-maximal effect; nearly all actives have a fitted effect of over 55% in size; some results filed as inactive show a strong effect at the top dose; inactives centre near -15; many of its hits are not listed in these tables
Target sequence (Q03431 whole entry, looked up): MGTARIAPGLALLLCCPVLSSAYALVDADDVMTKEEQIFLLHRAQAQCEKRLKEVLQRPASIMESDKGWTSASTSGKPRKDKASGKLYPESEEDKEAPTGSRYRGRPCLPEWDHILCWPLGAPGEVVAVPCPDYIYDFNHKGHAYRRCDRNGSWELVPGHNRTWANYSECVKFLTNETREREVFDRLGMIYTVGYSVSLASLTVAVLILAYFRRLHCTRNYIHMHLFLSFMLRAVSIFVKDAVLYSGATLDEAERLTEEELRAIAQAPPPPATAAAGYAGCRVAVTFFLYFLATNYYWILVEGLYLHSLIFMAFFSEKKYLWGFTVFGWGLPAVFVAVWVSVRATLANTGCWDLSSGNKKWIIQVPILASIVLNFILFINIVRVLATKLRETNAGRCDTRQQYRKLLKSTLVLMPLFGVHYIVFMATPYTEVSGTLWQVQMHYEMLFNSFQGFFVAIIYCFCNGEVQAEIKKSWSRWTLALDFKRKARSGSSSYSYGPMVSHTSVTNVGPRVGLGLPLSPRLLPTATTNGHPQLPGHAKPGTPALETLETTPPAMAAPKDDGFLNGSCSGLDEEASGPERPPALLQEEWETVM
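HEK-293-derived GP2 cells expressing PTHR1 and a GloSensor cAMP reporter, 3,000/well, plated overnight, given luciferin plus IBMX (each 0.5 mM as added) for 1 h at 37 °C, then compound for 1 h at 37 °C. Luminescence was read after 15 min at room temperature.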
An asterisk follows results filed as active; i = inactive; ? = inconclusive; / = not tested or not shown; & = joins results of further samples; ! = a repeat was not active; [ ] = another dose, or the depositor's remark. Unless noted, calls follow the shape of the dose curve; as a rule, active = well fitted curve in the direction sought with a large enough effect; inconclusive = small, poorly fitted or top-dose-only effect, or another doubt; inactive = no such curve, though single readings can be large; an effect the other way counts as inactive or inconclusive. A portion of the library. The share of hits here may be higher or lower than overall.

SMILES	EPAC2 antag	pAkt inh	DRD3 antagonist	Mm-Cpn inhibitor	D3 ag	EPAC2 agonist	CCT chaperon mod	PTHR1 ag
Cc1ccc(NC(=O)c2cnccn2)c(OC(F)F)c1	-1.8%	i	31.7	2.0%	7.9	-6.4%	2.2	-10.0%[57.5 µM]
COc1ccc([C@H]2CC(=O)C=C(c3ccc(O)cc3)C2)cc1OC	-20.5%	i	25.2	2.4%	2.7	9.7%	1.2	-95.7%[inhibitor]
CCn1c(C)nnc1SCC(=O)Nc1ccc(C(C)=O)cc1	18.3%	i	1.0	-0.2%	-2.0	-1.9%	-2.7	i
COC(C[C@H]1O[C@H]1[C@H](O)[C@@H](C)OCc1ccccc1)OC	-2.9%	i	-4.0	0.9%	17.6	-4.8%	0.9	-17.8%
COc1ccc(C(=O)CSc2nnc(Cn3cnc4ccccc43)o2)cc1	1.1%	i	21.5	-2.9%	2.2	5.7%	-1.9	-41.2%[inhibitor]
Cc1onc(-c2ccccc2)c1C(=O)Nc1ccc(C(=O)N2CCCCC2)cc1	6.0%	i	-9.6	-0.9%	-2.1	8.1%	-0.7	-10.4%
CSc1nc2c(c(=O)[nH]1)C(c1ccccc1)C1=C(CC(C)(C)CC1=O)N2 (centres undefined)	6.6%	i	1.8	-0.3%	0.1	-1.7%	-0.4	-1.6%
CCOC(=O)c1ccc(S(=O)(=O)N2CCC(C(=O)Nc3nnc(C)o3)CC2)cc1	4.6%	i	-21.0	4.8%	-12.6	-3.6%	-0.8	-41.9%[inhibitor]
CCOc1ccc(Oc2nc(NCC(C)C)nc(N(C)C)n2)nn1	-0.3%	i	9.8	3.5%	6.8	-3.8%	-13.9	i
C=CCN(c1ccccc1)S(=O)(=O)c1cccc(C(=O)O)c1	9.0%	i	?	-0.8%	0.7	-6.2%	2.2	-1.7%
COC(=O)c1[nH]c2ccc(C)cc2c1NC(=O)CN1CCCC(C)(C)C1	-18.0%	i	66.8	0.6%	0.2	17.6%	0.0	-11.6%[57.5 µM]
CCOC(=O)C1=C(c2ccccc2)Nc2ncnn2C1c1cccc(O)c1 (centres undefined)	4.2%	i	-2.5	0.2%	-3.5	9.7%	-2.5	-15.3%
Cc1nn(C(=O)C(C)N2C(=O)c3ccccc3C2=O)c(C)c1Br (centres undefined)	4.3%	i	9.1	-0.6%	9.1	5.1%	0.1	-24.7%
CCOC(=O)CC1COc2ccccc2N1C(=O)c1ccc(C)cc1 (centres undefined)	-5.5%[57.1 µM]	i	-14.3	0.4%	-4.4	-2.9%	-2.9	i
CCOC(=O)N1CCN(C(=O)c2ccc3c(c2)N(Cc2ccccc2)CCS3)CC1	-11.4%	i	4.1	-4.6%	0.6	2.9%	-0.8	-23.3%
Cc1ccc(N2CC(O)Cn3c2nc2c3c(=O)n(C)c(=O)n2C)cc1 (centres undefined)	-6.3%	i	2.3	1.7%	2.6	1.4%	-0.4	?
Cc1ccc(/C(N)=N/OC(=O)COc2cccc3ccccc23)cc1	-9.2%	i	69.0	/	-1.1	11.1%	0.3	i
CNc1ncc(Cc2ccccc2)s1	13.3%	i	-10.6	2.3%	2.3	0.7%	-0.2	i
CCN(CC)C(=O)CSc1nc(-c2ccccc2)cc(=O)[nH]1	25.4%	i	2.0	1.5%	8.2	0.2%	-1.8	-13.2%
Cc1cc(S(=O)(=O)N2CCN(Cc3ccccc3)CC2)c(C)s1	1.2%	i	12.3	-2.5%	-5.4	13.9%	-0.2	-23.4%

Compound profiles, as listed above. Order of screens: EPAC2 antag | pAkt inh | DRD3 antagonist | Mm-Cpn inhibitor | D3 ag | EPAC2 agonist | CCT chaperon mod | PTHR1 ag
COC(C[C@H]1O[C@H]1[C@H](O)[C@@H](C)OCc1ccccc1)OC is entered as -2.9% | i | -4.0 | 0.9% | 17.6 | -4.8% | 0.9 | -17.8%
CNc1ncc(Cc2ccccc2)s1 is entered as 13.3% | i | -10.6 | 2.3% | 2.3 | 0.7% | -0.2 | i

Remaining list, next part:
SMILES	EPAC2 antag	pAkt inh	DRD3 antagonist	Mm-Cpn inhibitor	D3 ag	EPAC2 agonist	CCT chaperon mod	PTHR1 ag
O=C(Cn1cnc2c(cnn2-c2ccc(Cl)cc2)c1=O)NCC1CCCO1 (centres undefined)	0.1%	i	18.9	0.9%	7.5	-2.4%	0.7	-49.0%[inhibitor][57.5 µM]
CCCCC(=O)Nc1ccc(NC(=O)c2ccccc2[N+](=O)[O-])cc1OC	6.2%	i	-1.5	0.5%	-6.2	-2.6%	-0.6	i
Cc1ccccc1S(=O)(=O)Cc1ccc(C(=O)NCc2ccccc2)o1	-3.6%	i	0.8	1.8%	8.8	3.1%	-1.6	-3.7%
Cc1nc(NC(=S)NC(=O)c2cncc(Br)c2)ccc1Br	3.7%	i	9.7	0.7%	0.0	-0.5%	-0.1	-31.2%[inhibitor]
O=C(CCCC(=O)N1CCc2ccccc21)N1CCc2ccccc21	-3.4%	i	-0.1	-0.3%	-0.5	-1.7%	-0.4	i
CCCCN(C)c1c(C)nc2ccc(C(=O)N3CCN(C(C)=O)CC3)cn12	5.8%	i	-5.3	/	-1.5	5.4%	0.1	-13.4%
Cc1ccccc1NC(=O)/C(=C/c1cccs1)NC(=O)c1ccco1	9.7%	i	-12.1	-0.3%	-11.0	8.1%	-1.1	i
CC(C)(C)NC(=O)C(OC(=O)c1cccs1)c1ccccc1 (centres undefined)	3.8%	i	-5.0	0.4%	-3.7	8.6%	0.0	-22.6%
CCS(=O)(=O)Nc1ccc(NC(C)=O)cc1	5.2%	i	0.0	1.0%	-1.5	4.2%	0.9	i
CC(=O)C[C@@H](O)CC(=O)[C@@H]1OC(=O)[C@H](C)C/C=C\Cc2ccccc21	1.5%	i	-29.1	1.5%	-6.7	8.9%	0.6	?
COc1ccc(OC)c(S(=O)(=O)N2CCN(c3c(C)cccc3C)CC2)c1	-5.9%	i	10.0	-0.9%	5.5	7.0%	0.3	-9.1%
CSCCC(NC(=O)c1ccccc1Cl)C(=O)NCC(c1cccs1)N(C)C (centres undefined)	5.1%	i	-20.8	0.0%	-29.0	3.5%	0.3	-1.9%
Cc1ccc2c(N)c(C(=O)c3ccccc3)sc2n1	-9.5%	i	-24.1	-5.3%	0.3	-0.7%	1.1	-10.5%
COc1cccc(CNC(=O)c2cc3oc4ccccc4c3n2C)c1OC	9.7%	i	10.5	-7.4%	4.1	10.6%	-1.3	-0.6%[57.5 µM]
Cc1sc2nc(-c3cccs3)oc(=O)c2c1C	1.2%	i	-4.7	2.2%	-5.9	-0.2%	-0.6	i
CCC(C(=O)Nc1cc(F)ccc1F)n1nc(C)c2c(C)n(-c3ccc(C)cc3)nc2c1=O (centres undefined)	4.7%	i	30.6	-1.2%	58.8*!	3.4%	-0.9	-43.0%&-10.0%[inhibitor]
Cc1ccc(NC(=O)COc2ccc(CCO)cc2-n2nc3ccccc3n2)cc1C	0.0%	i	-3.0	-1.9%	0.2	-17.1%	-11.8	i
COc1ccc(C2CC(O)(c3ccccc3)Oc3cc(OC)cc(OC)c32)cc1 (centres undefined)	-28.2%	i	-22.2	-1.8%	-4.8	17.6%	-2.3	-6.3%
Cc1noc2ncnc(Oc3ccc(F)cc3)c12	-5.1%	i	?	0.8%	1.7	10.5%	3.5	i
O=C(NCc1ccc(C(F)(F)F)cc1)c1cccc2c(-c3cccnc3)coc12	?	i	18.0	/	-0.2	21.5%	1.4	-46.1%[inhibitor]
COC(=O)c1ccc(NC(=O)Cc2ccc(C)cc2)cc1	2.1%	i	49.6	0.2%	0.4	-3.2%	-1.8	i
O=S(=O)(NCCC1=CCCCC1)c1cccc(S(=O)(=O)N2CCOCC2)c1	-1.3%	i	-71.8*	-0.1%	1.2	10.4%	0.0	-13.0%[57.5 µM]
CC(=O)c1cccc(-c2ccnc3c2CC(C(=O)NCc2ccc(N4CCN(C)CC4)cc2)O3)c1 (centres undefined)	-3.3%	i	3.1	/	-13.7	8.8%	0.2	-3.7%
COc1cccc(C(c2c(N)n(C)c(=O)n(C)c2=O)C(C)[N+](=O)[O-])c1 (centres undefined)	-7.2%	i	8.6	-0.4%	6.9	4.7%	2.6	-24.4%
Cc1ccc2sc(N(CCN(C)C)C(=O)c3ccc4ccccc4c3)nc2c1C	0.3%	i	-73.1*	-1.1%	-0.4	-0.3%	1.5	?
COc1ccc(N2CCN(C(=O)CSc3ncnc4scc(-c5ccc(C)cc5)c34)CC2)cc1	-3.0%	i	-16.9	/	5.5	13.3%	0.5	i
c1ccc2sc(SN3CCOCC3)nc2c1	1.4%	i	38.3	-1.2%	-2.0&4.2	15.8%	-0.4	i
O=C(Cn1ncn2c(cc3ccccc32)c1=O)NCCCc1ccccc1	-1.1%	i	-12.1	3.5%	-18.1	2.9%	-1.0	i
CCCc1n[nH]c(=O)[nH]1	0.2%	i	-5.2	0.7%	1.3	-5.8%	-4.8	i
CCOC(=O)c1cc(CC)sc1NC(=O)c1cc(OCC)c(OCC)c(OCC)c1	-11.8%	i	-13.0	-1.6%	4.2	3.6%	-4.5	-61.6%[inhibitor]
COc1ccc(NC(=O)CSc2nnc(-c3ccccc3C)n2N)cc1	14.7%	i	-18.8	0.5%	2.3	9.0%	0.5	-8.5%[57.5 µM]
COc1ccc(-c2cn3c(C)c(C(=O)N4CCN(c5ccccc5)CC4)sc3n2)cc1	0.6%	i	2.7	/	-6.3	8.6%	-1.9	-21.8%
O=C(O)c1ccc(Cl)c(S(=O)(=O)Nc2ccc(S(=O)(=O)N3CCCC3)cc2)c1	4.5%	i	0.2	-4.7%	6.3	7.2%	-3.0	i
Cc1ccc(C(=O)c2ccccc2C(=O)OCC(=O)NCCc2ccccc2)cc1	?	i	13.5	0.8%	-2.3	8.1%	1.7	-26.9%
